Screening results: PubChem BioAssay, several laboratories
IL1B NFkB pot: enhances IL-1B driven NFkB nuclear translocation. HUVEC IL-1B NFkB p65 nuclear translocation imaging. activation, % at 2 µM. 94,000 compounds, 0.3% hits. AID 819;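 active = activation above 40%, about the mean plus 3 SD, also judged a hit on visual image review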;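 also: percent activation is computed from the nuclear over cytoplasmic p65 intensity ratio; values of inactives mirror those of a sister screen read the other way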
PLAP inhibitors HTS: PLAP enzyme inhibitors, biochemical, luminescence, HTS (AID 690); purified PLAP, luminescent substrate; higher % means a stronger effect; inhibition, % at 20 µM; hits with a dose series show IC50 in µM; 96,000 compounds, 0.08% hits; in the data active = a potency from the dose series; inactive = the rest, 99 in 100 with inhibition below about 30%; also: strong numbers were not always called active
Bcl-B TR3 displacers: displacers of TR3 peptide from Bcl-B, primary screen, selectivity assay for Bfl-1 inhibitor project, biochemical, fluorescence polarization; FP displacement of FITC-TR3 peptide from Bcl-B; higher % means a stronger effect; displacement, % at 20 µM; hits with a dose series show IC50 in µM; 96,000 compounds, 0.11% hits; AID 748;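 active = displacement above 50% at 20 µM plus a fluorescence interference ratio under 1.5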;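 also: plate controls were wells without compound for no effect and wells lacking Bcl-B protein for full effect; a part of the inactive calls stands beside numbers as strong as those of hits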
MRP reversal: reverses drug resistance mediated by MRP; H69AR cells + 2 uM doxorubicin, CellTiter-Glo, 72 h; differential viability (reversal), % at 10 µM; 85,000 compounds, 0.04% hits; AID 602;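 active = viability drop by adding the cancer drug above about 55%, with treated viability meeting a 40% cutoff, limit read from the data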;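 also: viability without doxorubicin minus viability with 2 µM doxorubicin for each compound; larger differential means the compound sensitizes cells more to doxorubicin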
NFkB transloc inh: blocks IL-1B driven NFkB nuclear translocation in HUVEC cells | HUVEC IL-1B NFkB p65 nuclear translocation imaging | inhibition, % at 2 µM | 94,000 compounds, 0.43% hits | AID 796;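 active = inhibition above about 30% together with a positive call from visual inspection of the well image, limit read from the data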;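 also: nuclear over cytoplasmic p65 intensity ratio measured by imaging; 0% = IL-1B stimulated DMSO wells and 100% = unstimulated DMSO wells; values of inactives mirror those of a sister screen read the other way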
MRP reversal cytotoxicity: also measured in MRP reversal; calls as there; viability, %; H69AR cells, CellTiter-Glo, 72 h; measured here: cytotoxicity without doxorubicin
MRP reversal with doxorubicin: recorded beside MRP reversal, whose call it bears; viability, %; measured here: viability with 2 uM doxorubicin; active compounds read low
NFkB transloc inh cell count 2 µM: further read-out of NFkB transloc inh, marked with its call; cell count; measured here: cells passing quality filter;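 raw number of nuclei counted in each imaged well without normalization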
IL1B NFkB pot cell count 2 µM: also measured in IL1B NFkB pot; calls as there; cell count; measured here: cells passing quality filter
An asterisk follows results filed as active; nt = no result given.

SMILES	IL1B NFkB pot	IL1B NFkB pot cell count 2 µM	PLAP inhibitors HTS	Bcl-B TR3 displacers	MRP reversal	MRP reversal cytotoxicity	MRP reversal with doxorubicin	NFkB transloc inh	NFkB transloc inh cell count 2 µM
COc1ccc(Cc2nnc(NC(=O)C3CCCO3)s2)cc1 (configuration not stated)	1	146	-19%	12%	14	95	81	-1	146
Cc1cccc(OCC(O)Cn2c(=N)n(CCN3CCOCC3)c3ccccc32)c1 (configuration not stated)	22	128	-66%	6%	nt	nt	nt	-22	128
Cc1cc(C)nc(NC(=O)c2ccc(C)c([N+](=O)[O-])c2)n1	5	112	8%	-8%	nt	nt	nt	-5	112
Cc1occc1-c1nnc(SCC(=O)Nc2ccccc2)n1C(C)c1ccccc1 (configuration not stated)	nt	nt	-55%	11%	21	89	68	nt	nt
Cc1[nH]nc(N=CC2=C(O)CC(C)(C)CC2=O)c1-c1ccccc1	13	194	1%	-4%	5	98	93	-13	194
C=CCSc1nncn1/N=C/c1ccc(OC)cc1	6	92	-46%	-3%	14	94	80	-6	92
CCOC(=O)Nc1ccc2c(c1)N(C(=O)CN1CCN(C)CC1)c1ccccc1S2	2	164	-71%	-4%	nt	nt	nt	-2	164
CCOC(=O)/C(C#N)=C1/C=CNC(=O)N1	20	171	3%	-10%	7	106	99	-20	171
CCOC(=O)c1sc(NC(=O)c2cccnc2)nc1C	-1	162	10%	-27%	-5	86	91	1	162
N#Cc1c(SCc2cccc(Cl)c2)sc(C(=O)c2ccccc2)c1N	-1	121	34%	-47%	-19	57	76	1	121
CCC(C)(NC(=O)c1ccc(=O)[nH]c1)C(=O)NC1CCCC1 (configuration not stated)	7	60	4%	2%	11	94	82	-7	60
CCOC(=O)N1CCN(C(=O)CN(Cc2ccccc2)S(=O)(=O)c2ccc(OC)c(Cl)c2)CC1	11	132	-83%	-11%	-8	88	96	-11	132
CC(=O)Nc1ccc(S(=O)(=O)NCCC(=O)OCCN2C(=O)c3ccccc3C2=O)cc1	15	202	-12%	9%	14	96	82	-15	202
CCOc1cc(CNCCc2ccc(S(N)(=O)=O)cc2)ccc1OCc1ccccc1	2	75	-56%	7%	nt	nt	nt	-2	75
COc1ccc(/C(O)=C2/C(=O)C(=O)N(Cc3ccco3)C2c2cccs2)cc1 (configuration not stated)	5	96	nt	-9%	-17	96	113	-5	96
Cc1oc(-c2ccccc2F)nc1CS(=O)(=O)CC(=O)NCCCN1CCc2ccccc2C1	14	63	-32%	2%	2	106	104	-14	63
Cc1nc2ccc(NC(=O)C(F)(F)F)cc2o1	nt	nt	-10%	2%	nt	nt	nt	nt	nt
COc1ccccc1-c1cc(C(F)(F)F)nc(N2CCCCC2)n1	0	155	21%	0%	19	97	78	0	155
O=C1c2ccccc2C(=O)N1CCc1nc2ccccc2c(=O)n1CCCn1ccnc1	-1	165	-1%	5%	3	80	77	1	165
CCOCCN1CCN(c2c(C)c(C)nc3cc(-c4cc(OC)cc(OC)c4)nn23)CC1	-15	161	-53%	-8%	-19	43	62	15	161
O=C1CC(NC23CC4CC(CC(C4)C2)C3)C(=O)N1c1ccc2c(c1)OCO2 (configuration not stated)	13	125	-3%	-5%	5	94	90	-14	125
CCCCNc1nc(CC)c2c(c1C#N)CCCC2	22	164	-11%	-9%	14	92	79	-22	164
Cc1c(O)ccc(/C(Cc2ccc3ccccc3n2)=N\O)c1O	20	125	-6%	-1%	-23	83	105	-20	125
O=C(CSc1nc(Cc2ccccc2)nc2ccccc12)Nc1ccc2c(c1)OCCO2	-9	92	10%	12%	nt	nt	nt	9	92
CC(C)Oc1ccc(/C=N/NC(=O)C(CSCc2ccccc2)NC(=O)c2ccc([N+](=O)[O-])cc2)cc1 (configuration not stated)	8	101	nt	nt	-9	28	37	-8	101
O=C(CN(Cc1ccc(Cl)c(Cl)c1)S(=O)(=O)c1ccccc1)N/N=C\c1ccc2c(c1)OCO2	-3	134	-46%	-1%	nt	nt	nt	3	134
Cc1c(C)c2cc(Cl)c(O)c(CN3CCCCC3)c2oc1=O	-2	174	-16%	1%	25	93	68	2	174
Cc1nc2ncnn2c(C)c1CCC(=O)O	7	137	15%	1%	3	110	106	-7	137
CC(C)Sc1nnc([C@@H]2CCCN2C(=O)OC(C)(C)C)o1	11	180	-66%	-3%	9	99	90	-11	180
CCOC(=O)CSC1=C(C#N)C(c2ccccc2C)C2=C(CCCC2=O)N1 (configuration not stated)	16	172	16%	10%	10	75	65	-16	172
Cc1nn2c3ccccc3n(Cc3ccccc3)c2nc1=O	-11	107	nt	nt	23	82	59	11	107
CCN(CC)CCNC(=O)Cn1c(C)cc2ccccc2c1=O	5	172	10%	1%	8	100	92	-5	172
O=C(O)c1cccc(Nc2ncnc3c2cnn3-c2ccccc2)c1	4	66	18%	4%	-1	96	98	-4	66
COc1ccc(-c2nc(-c3ccccc3)c(-c3cccs3)[nH]2)cc1OC	19	165	-103%	-12%	7	80	72	-19	165
CS(=O)(=O)N1CCc2cc(C(=O)N3CCCCC3)ccc21	-2	100	nt	nt	9	110	101	2	100
CC1CCN(C2CCN(S(=O)(=O)c3ccc(F)cc3)CC2)CC1	6	154	-26%	10%	15	93	77	-6	154
COC(=O)c1ccc(CSc2nc3c(cnn3-c3ccc(C)cc3)c(=O)[nH]2)o1	12	87	nt	nt	-10	20	30	-12	87
COc1ccc(/C=C/C(=O)c2ccoc2)cc1	3	138	27%	-7%	nt	nt	nt	-3	138
CCOC(=O)N1CCN(S(=O)(=O)c2ccc3[nH]c(=O)sc3c2)CC1	nt	nt	19%	0%	4	100	96	nt	nt
CCS(=O)(=O)N1CCC(C(=O)NCc2ccco2)CC1	2	166	3%	6%	16	90	73	-2	166
CCc1c(O)cc2n(c1=O)-c1ccccc1C2(C)C	-3	149	nt	nt	5	91	87	3	149
CC12C(=O)N(c3ccccn3)C(=O)C1C1C=CC2C1 (configuration not stated)	8	214	-3%	-5%	-8	82	90	-8	214
CC(C)(C)n1nc2c(c1NC(=O)CCCc1ccccc1)CS(=O)C2 (configuration not stated)	10	168	-24%	10%	-14	85	98	-10	168
COc1ccc(OC)c(NC(=O)C2CCCN(S(=O)(=O)c3c(C)noc3C)C2)c1 (configuration not stated)	-6	174	5%	-2%	1	79	78	6	174
CCc1ccc(NC(=O)c2cnn3ccccc23)cc1	-3	170	17%	15%	-6	67	73	3	170
COc1cccc(C2(O)CCN(C(=O)C3CC3)CC2)c1	-3	118	0%	4%	15	101	86	4	118
Cc1oc2ccc(NS(=O)(=O)c3ccc(C(C)(C)C)cc3)cc2c1C(=O)Nc1ccccc1	14	127	-1%	1%	nt	nt	nt	-14	127
CCCn1c(SCC(=O)NCCc2ccccc2)nnc1-c1cccnc1	-9	84	-2%	4%	-4	83	87	9	84
CCOc1cc(/C=C2/C(=N)N3OC(C)=CC3=NC2=O)ccc1OCCOc1ccccc1	4	112	-3%	-18%	-5	68	73	-4	112
COCCNC(=O)C(c1ccccc1)N(CCOC)C(=O)Cn1nnc2ccccc21 (configuration not stated)	-1	77	-42%	-6%	3	90	87	1	77

Reformatted: results already given.
compound | IL1B NFkB pot | IL1B NFkB pot cell count 2 µM | PLAP inhibitors HTS | Bcl-B TR3 displacers | MRP reversal | MRP reversal cytotoxicity | MRP reversal with doxorubicin | NFkB transloc inh | NFkB transloc inh cell count 2 µM
COc1ccc(-c2nc(-c3ccccc3)c(-c3cccs3)[nH]2)cc1OC | 19 | 165 | -103% | -12% | 7 | 80 | 72 | -19 | 165
CS(=O)(=O)N1CCc2cc(C(=O)N3CCCCC3)ccc21 | -2 | 100 | nt | nt | 9 | 110 | 101 | 2 | 100
CC1CCN(C2CCN(S(=O)(=O)c3ccc(F)cc3)CC2)CC1 | 6 | 154 | -26% | 10% | 15 | 93 | 77 | -6 | 154
COC(=O)c1ccc(CSc2nc3c(cnn3-c3ccc(C)cc3)c(=O)[nH]2)o1 | 12 | 87 | nt | nt | -10 | 20 | 30 | -12 | 87
COc1ccc(/C=C/C(=O)c2ccoc2)cc1 | 3 | 138 | 27% | -7% | nt | nt | nt | -3 | 138
CCOC(=O)N1CCN(S(=O)(=O)c2ccc3[nH]c(=O)sc3c2)CC1 | nt | nt | 19% | 0% | 4 | 100 | 96 | nt | nt
CCS(=O)(=O)N1CCC(C(=O)NCc2ccco2)CC1 | 2 | 166 | 3% | 6% | 16 | 90 | 73 | -2 | 166
CCc1c(O)cc2n(c1=O)-c1ccccc1C2(C)C | -3 | 149 | nt | nt | 5 | 91 | 87 | 3 | 149
CC12C(=O)N(c3ccccn3)C(=O)C1C1C=CC2C1 (configuration not stated) | 8 | 214 | -3% | -5% | -8 | 82 | 90 | -8 | 214
CC(C)(C)n1nc2c(c1NC(=O)CCCc1ccccc1)CS(=O)C2 (configuration not stated) | 10 | 168 | -24% | 10% | -14 | 85 | 98 | -10 | 168
COc1ccc(OC)c(NC(=O)C2CCCN(S(=O)(=O)c3c(C)noc3C)C2)c1 (configuration not stated) | -6 | 174 | 5% | -2% | 1 | 79 | 78 | 6 | 174
CCc1ccc(NC(=O)c2cnn3ccccc23)cc1 | -3 | 170 | 17% | 15% | -6 | 67 | 73 | 3 | 170
COc1cccc(C2(O)CCN(C(=O)C3CC3)CC2)c1 | -3 | 118 | 0% | 4% | 15 | 101 | 86 | 4 | 118
Cc1oc2ccc(NS(=O)(=O)c3ccc(C(C)(C)C)cc3)cc2c1C(=O)Nc1ccccc1 | 14 | 127 | -1% | 1% | nt | nt | nt | -14 | 127

(further entries)
SMILES	IL1B NFkB pot	IL1B NFkB pot cell count 2 µM	PLAP inhibitors HTS	Bcl-B TR3 displacers	MRP reversal	MRP reversal cytotoxicity	MRP reversal with doxorubicin	NFkB transloc inh	NFkB transloc inh cell count 2 µM
O=C(CSc1nnnn1-c1ccc(F)cc1)NC1CCCCC1	6	180	12%	-14%	6	98	91	-6	180
COc1ccc(C2C(C(=O)Nc3cccc(C)n3)c3ccccc3C(=O)N2C)cc1 (configuration not stated)	15	156	3%	-8%	17	85	68	-15	156
Cc1nc2ncnn2c(C)c1CCC(=O)NC(C)CCc1ccco1 (configuration not stated)	-6	81	2%	-5%	-19	88	108	6	81
Cc1cc(C)nc(NC(=O)c2ccc(OC(C)C)cc2)n1	-6	59	-27%	-7%	3	98	95	6	59
C[C@H](NC(=O)c1ccccc1Cl)C(=O)OC(C(=O)Nc1cc(C(F)(F)F)ccc1Cl)c1ccccc1 (some centres not stated)	8	174	4%	6%	nt	nt	nt	-8	174
Cc1cnc(NC(=O)c2cc3c(C)nn(-c4ccccc4)c3s2)s1	-3	156	-70%	-9%	-7	26	33	3	156
O=C(N1CCCCCC1)N1CCN(C(=O)N2CCOCC2)CC1	10	88	-18%	-2%	-5	96	101	-10	88
CCN(CC)CCOC(=O)c1ccc(NC(=O)CCNC(=O)Cn2ccc3ccccc3c2=O)cc1	nt	nt	-33%	-24%	nt	nt	nt	nt	nt
CN(Cc1ccccc1)C(=O)C1CCCN(Cc2ccc(Cl)cc2)C1 (configuration not stated)	2	183	-26%	-2%	7	87	79	-2	183
COC(=O)C1(C(=O)OC)NOC2C(=O)N(c3ccc(Cl)cc3Cl)C(=O)C21 (configuration not stated)	9	155	-6%	4%	nt	nt	nt	-9	155
CCCCS(=O)(=O)NC1=NCN(Cc2ccco2)CN1	-1	109	-16%	0%	-7	86	93	1	109
Cc1ccc2ncc(NC(=O)c3ccc(F)cc3)c(=O)n2c1	6	77	15%	4%	-9	98	107	-6	77
O=C(Nc1ccc(Oc2cccnc2)cc1)c1ccccc1F	6	105	14%	-4%	nt	nt	nt	-6	105
CC1CCCN(S(=O)(=O)c2ccc(S(=O)(=O)NC(C)c3cccs3)cc2)C1 (configuration not stated)	17	148	20%	0%	nt	nt	nt	-17	148
COCCNS(=O)(=O)c1ccc(F)c(OC)c1	7	91	-8%	5%	12	107	94	-7	91

Only part of the results is shown (hit frequency here may not be typical).
